# RPL19A-GFP yeast – RPL19A-GFP expression modulators in yeast, primary screen, cell-based, S. cerevisiae, multiplex flow cytometry, MLPCN; 330,000 tested, 0.3% active; percent response vs DMSO, % at 10 µM; S. cerevisiae RPL19A-GFP strain, 3 h; hits give low values;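 active = percent response vs DMSO below 50%; inconclusive = fewer than 70 events counted for the yeast strain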;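 also: median channel GFP fluorescence of the barcoded RPL19A-GFP strain; ratio of sample median GFP to plate DMSO average so 100% = DMSO; lower means less RPL19A-GFP as with rapamycin TOR inhibition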
# MEP2 TOR yeast – modulators of MEP2-GFP levels in yeast, primary screen, S. cerevisiae, multiplex flow cytometry, MLPCN library; S. cerevisiae MEP2-GFP strain, 3 h; 100% = DMSO control level; GFP response vs DMSO, % at 10 µM; 330,000 tested, 0.51% active; AID 2016, 2009;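 active = GFP response versus DMSO above a set limit, roughly screen mean plus 3 SD, cut at about 180% in these data; inconclusive = fewer than 70 cells counted for a yeast strain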;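 also: median GFP fluorescence of the barcode-gated MEP2-GFP cells per well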
# CIT2 TOR yeast – modulators of CIT2-GFP expression in yeast, primary screen, S. cerevisiae, GFP fusion, multiplex flow cytometry, MLPCN library. S. cerevisiae CIT2-GFP strain, 3 h; 100 means same as DMSO wells. GFP response vs DMSO, % at 10 µM. 320,000 tested, 0.065% active;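 active = GFP response relative to DMSO above a set limit, near the screen mean plus 3 SD, cut at about 150% in these data; inconclusive = Fewer than 70 cells measured for a yeast strain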;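 also: ratio of well median GFP fluorescence to mean of DMSO wells on the plate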
# LAP4-GFP MLPCN – modulators of LAP4-GFP expression in yeast, primary screen, S. cerevisiae, multiplex flow cytometry, MLPCN library | 3 h; median GFP as percent of DMSO wells | GFP response vs DMSO, % at 10 µM | 320,000 tested, 0.34% active | AID 2023, 2009;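 active = GFP response vs DMSO above a set limit, about the screen mean plus 3 SD, cut at about 150% in these data; inconclusive = under 70 cell events counted for the yeast strain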
# AGP1-GFP MLPCN – modulators of AGP1-GFP expression in yeast TOR pathway, primary screen, cell-based, multiplex flow cytometry, S. cerevisiae, MLPCN library | 320,000 tested, 0.02% active | AID 2066, 2009 | 3 h; GFP as percent of DMSO wells | GFP response vs DMSO, % at 10 µM;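 active = GFP response relative to DMSO above a set limit, near screen average plus 3 SD, cut at about 150% in these data; inconclusive = fewer than 70 cells counted for the yeast strain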;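 also: median GFP channel fluorescence of the gated AGP1 strain per well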
# VLA-4 inh – inhibition in human VLA-4 binding assay, primary screen, VLA-4 allosteric modulator project, MLPCN library, flow cytometry, VLA-4 expressing cells; ligand binding flow cytometry; inhibition, % (about 7 µM as worked out from the volumes in the protocol); 330,000 tested, 0.2% active; AID 2557, 2010; in the data active = inhibition above about 50%
# GRK2 inh – compounds blocking aptamer binding on GRK2 – biochemical, human GRK2, bead flow cytometry, HTS, primary screen; FAM-aptamer displacement from GRK2; inhibition of aptamer binding, % at 10 µM; 330,000 tested, 0.59% active; AID 488847, 2010;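 active = inhibition of aptamer binding above 40%, roughly 3 SD of noise, on plates passing a quality check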;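 also: median bead fluorescence of bound FAM aptamer so fluorescent compounds give negative values; no value below 0 was filed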
# Target sequence (P25098 whole entry, looked up): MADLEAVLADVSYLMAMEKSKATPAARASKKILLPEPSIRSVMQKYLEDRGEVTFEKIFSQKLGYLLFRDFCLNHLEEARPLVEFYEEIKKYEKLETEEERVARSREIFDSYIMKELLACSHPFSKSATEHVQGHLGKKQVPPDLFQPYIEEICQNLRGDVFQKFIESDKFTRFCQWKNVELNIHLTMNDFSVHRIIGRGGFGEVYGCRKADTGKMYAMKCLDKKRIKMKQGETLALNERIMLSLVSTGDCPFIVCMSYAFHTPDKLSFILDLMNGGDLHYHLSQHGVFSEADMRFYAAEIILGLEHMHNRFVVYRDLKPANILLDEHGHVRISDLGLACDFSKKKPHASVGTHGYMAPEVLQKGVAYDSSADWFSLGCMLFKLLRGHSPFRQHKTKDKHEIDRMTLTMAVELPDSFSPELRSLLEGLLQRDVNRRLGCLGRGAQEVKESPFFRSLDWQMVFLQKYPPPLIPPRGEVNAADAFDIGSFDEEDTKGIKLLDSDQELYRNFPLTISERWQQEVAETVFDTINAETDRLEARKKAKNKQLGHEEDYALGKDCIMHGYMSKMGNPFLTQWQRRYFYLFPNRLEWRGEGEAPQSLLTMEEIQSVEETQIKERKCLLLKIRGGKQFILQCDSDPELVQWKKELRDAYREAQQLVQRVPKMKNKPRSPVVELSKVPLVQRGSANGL
# JMJD2C inh – inhibitors of GASC-1 histone demethylase, primary screen, biochemical, fluorescence, DELFIA europium; Lysine-specific demethylase 4C (Homo sapiens), Q9H3R0; inhibition, % at 2.35 µM; 330,000 tested, 0.069% active; GST-JMJD2C(1-420) H3K9me3 demethylation; AID 2099, 2009;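 active = more than half of a compound's replicate wells show inhibition beyond 50%, single wells judged on their own value; inconclusive = some, but no more than half, of replicates pass 50% inhibition; inactive = no replicate passes 50% inhibition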;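 also: signal counts dimethyl H3K9 product captured on neutravidin plate; 0% = median of DMSO wells and 100% = 0.3 times that DMSO median; strong numbers were not always called active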
# Target sequence (Q9H3R0 1-420 limits assumed): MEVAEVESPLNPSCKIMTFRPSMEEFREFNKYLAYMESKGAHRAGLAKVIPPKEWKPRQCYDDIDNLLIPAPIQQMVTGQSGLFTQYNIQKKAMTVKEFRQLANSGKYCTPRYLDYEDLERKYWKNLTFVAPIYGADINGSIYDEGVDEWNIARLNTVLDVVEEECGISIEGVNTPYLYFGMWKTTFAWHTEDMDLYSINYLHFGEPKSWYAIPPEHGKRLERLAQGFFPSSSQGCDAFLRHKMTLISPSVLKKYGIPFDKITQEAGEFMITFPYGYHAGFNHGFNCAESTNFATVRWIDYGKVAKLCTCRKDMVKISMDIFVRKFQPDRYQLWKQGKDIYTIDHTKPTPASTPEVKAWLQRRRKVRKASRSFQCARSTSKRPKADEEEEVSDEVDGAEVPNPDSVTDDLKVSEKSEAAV
# Numbers without * were called inactive; i = inactive; ? = inconclusive; . = not tested or not shown; [ ] = another dose, or the depositor's remark.
molecule,CIT2 TOR yeast,JMJD2C inh,GRK2 inh,VLA-4 inh,MEP2 TOR yeast,LAP4-GFP MLPCN,AGP1-GFP MLPCN,RPL19A-GFP yeast
Cc1cc(C(=O)CSc2nnc(-c3cccnc3)n2-c2ccccc2F)c(C)n1CC1CCCO1 (centres undefined),103,-5,0,7,104,99,92,102
Cn1ncc(Br)c1C(=O)N1CCOCC1,99,2,13,i,101,92,89,101
CCCCN1C(=O)c2ccc(C(=O)OCC(=O)NCCc3ccc(S(N)(=O)=O)cc3)cc2C1=O,89,-2,1,-1,100,95,96,92
CCOc1ccc2nc(NC(=O)CC3Oc4ccccc4NC3=O)sc2c1 (centres undefined),99,1,0,2,100,96,98,95
CSCc1cc(N2CCOCC2)nc(SCc2ccc(Cl)cc2Cl)n1,98,-3,3,17,108,120,99,99
COc1ccc(C(C(=O)NCC2CCCO2)N(C(=O)CNC(=O)c2cccs2)c2ccc(C(C)=O)cc2)cc1OC (centres undefined),95,75,2,13,93,95,98,90
COc1ccc(S(=O)(=O)NC2CC(=O)N(c3ccccc3)C2)cc1C (centres undefined),109,-8,0,-12,98,104,111,97
COc1ccc(NC(=O)/C(C#N)=C/c2ccc(OCc3ccccc3F)cc2)cc1,102,1,0,-9,101,93,98,99
O=C(COC(=O)c1ccc(F)cc1)NCC1COc2ccccc2O1 (centres undefined),101,-7,6,-6,95,101,98,97
CCOC(=O)N1CCN(C(=O)c2ccc3c(=O)n(CCC4=CCCCC4)c(=O)[nH]c3c2)CC1,94,-9,0,-7,98,100,.,98
COc1ccc([N+](=O)[O-])cc1NC(=O)C(C)Sc1nc(-c2ccccc2)cs1 (centres undefined),122,-3,4,12,110,107,117,125
CC(=O)c1cc(-c2ccccc2)n(CCC(=O)NC(C)(C)C)c1C,103,-10,0,14,110,101,101,105
COc1ccccc1-n1nnnc1SCC(=O)NCC1CCCO1 (centres undefined),100,80,1,18,98,99,98,95
Cc1ccc(CSCC(=O)N/N=C/c2sccc2C)cc1,85,4,0,-4,83,80,82,87
O=C(NC(CC(=O)N1CCCC(C(F)(F)F)C1)c1ccccc1)c1ccccc1Cl (centres undefined),98,3,1,11,98,93,96,102
Cc1ccc(C(=O)/C=C/Nc2ccccc2C(N)=O)o1,95,5,0,24,94,93,92,93
CCOC(=O)C1(CCCc2ccccc2)CCN(S(=O)(=O)N(C)C)CC1,97,-1,5,9,97,91,85,91
COc1ccc(NC(=O)c2cnc(NS(=O)(=O)c3ccccc3)nc2)cc1,101,-8,1,6,102,96,102,105
COc1ccc(C(CC(=O)O)NC(=O)C2CCCCC2)cc1 (centres undefined),108,6,3,6,100,112,105,101
COc1ccc(C(=O)NCC(c2cccs2)N2CCOCC2)cc1OC (centres undefined),102,-3,0,6,103,106,105,101
CCOC(=O)C1CCN(C(=O)C2CCCCC2)CC1,103,4,0,1,105,100,99,99
CCSc1nc2c(c(=O)n1-c1ccc(F)cc1)SCC2,99,0,0,23,97,109,102,99
C/C(=N\NC(=O)C1CC1c1ccccc1)c1cccs1 (centres undefined),96,-1,2,-6,103,97,108,94
COc1ccccc1N1C(=O)CC(N(O)c2ccccc2)C1=O (centres undefined),.,-18,2,-8,102,.,.,94
C=CCN1C(=O)NC2(CCCCC2)C1=O,106,20,1,-17,102,101,106,103
Cc1cc(C)nc(N/N=C/c2cc(Br)ccc2O)n1,90,11,0,6,103,106,96,96
Cc1ccc(C)c(Cn2c(C(C)O)nc3ccccc32)c1 (centres undefined),94,-25,0,4,101,105,103,101
Cc1ccc(CNC(=O)C2CCN(S(=O)(=O)c3cccs3)CC2)o1,86,1,0,2,82,91,88,92
Cn1c(=O)c2c(nc(N3CCC(C(N)=O)CC3)n2CCSc2nc3ccccc3s2)n(C)c1=O,90,3,0,-3,95,85,95,96
CC(C)(C)c1ccccc1OCCOCCN1CCCCCC1,98,1,0,12,100,103,102,97

# A different layout for 2 compounds above:
CIT2 TOR yeast	JMJD2C inh	GRK2 inh	VLA-4 inh	MEP2 TOR yeast	LAP4-GFP MLPCN	AGP1-GFP MLPCN	RPL19A-GFP yeast	Molecule
122	-3	4	12	110	107	117	125	COc1ccc([N+](=O)[O-])cc1NC(=O)C(C)Sc1nc(-c2ccccc2)cs1 (centres undefined)
89	-2	1	-1	100	95	96	92	CCCCN1C(=O)c2ccc(C(=O)OCC(=O)NCCc3ccc(S(N)(=O)=O)cc3)cc2C1=O

# Other records.
molecule,CIT2 TOR yeast,JMJD2C inh,GRK2 inh,VLA-4 inh,MEP2 TOR yeast,LAP4-GFP MLPCN,AGP1-GFP MLPCN,RPL19A-GFP yeast
Cc1ccc(OCCSc2nnc(-c3ccncc3)n2C)cc1,97,.,0,-14,104,111,109,102
CC(C)(C)OC(=O)N1CCN(C(=O)c2[nH]cnc2C(=O)Nc2ccon2)CC1,102,4,1,-7,86,98,104,98
CCC(C)NC(=O)Cn1nc(C(F)(F)F)c2c1CCC2 (centres undefined),95,-5,1,6,95,95,93,98
Cc1cc2oc(=O)cc(CN3CCCCC3C)c2cc1C(C)C (centres undefined),97,7,0,-5,98,92,96,97
CCN(CC)S(=O)(=O)c1ccc(N2CCCCC2)c(NC(=O)c2ccncc2)c1,105,0,2,8,105,100,106,111
Cc1ccc(NC(=O)CN(C)C(=O)c2cccc(S(=O)(=O)N3CCc4ccccc43)c2)cc1,99,0,0,-1,104,102,101,104
Cc1cc(OCC(=O)NCCc2ccc(S(N)(=O)=O)cc2)c2c(C)c(C)c(=O)oc2c1,106,-1,2,15,105,106,110,102
CCCC(NC(=O)C(C)N1CCN(S(=O)(=O)c2ccccc2)CC1)c1ccccc1 (centres undefined),97,10,0,-3,96,103,97,94
O=C(c1ccc(Cl)c(S(=O)(=O)N2CCCCCC2)c1)N1CCCC(C(F)(F)F)C1 (centres undefined),97,0,0,4,98,96,96,97
O=C(c1cc2cc(Br)cc(Br)c2oc1=O)N1CCOCC1,80,54,0,24,82,82,91,96
CC/C(=N\NC(=O)c1ccccc1Cl)c1ccc(Br)s1,101,10,0,8,97,94,84,97
OC(COc1ccc(F)cc1)CN1CCN(c2ccccc2F)CC1 (centres undefined),97,-7,2,0,105,105,98,106
O=C(CCn1c(=O)oc2ccccc21)N1CCN(C(c2ccccc2)c2ccccc2)CC1,.,-24,1,5,99,90,98,95
COC(=O)[C@@H](NC(=O)NC1CCCc2ccccc21)C(C)C (some centres undefined),103,5,0,-3,110,108,105,101
Cc1cccc(NC(=O)CSc2nnc(CNC(=O)c3cccs3)o2)c1C,104,4,0,2,104,98,111,107
COc1ccc(CC(=O)OC(C)C(=O)Nc2c(C)n(C)n(-c3ccccc3)c2=O)cc1OC (centres undefined),109,4,5,-5,107,103,104,106
CS(=O)(=O)c1ccccc1-c1nnc(NC(=O)Cc2ccccc2)o1,100,-2,2,2,96,98,104,104
CCCC(=O)Nc1c(-c2cccs2)c(=O)c2ccccc2n1CC,98,-3,2,8,102,98,101,97
COc1ccc(CC(=O)Nc2c(C(N)=O)oc3ccccc23)cc1,94,-5,6,10,95,94,99,97
CCOC(=O)C1=C(N)OC(C)=C(C#N)C1c1ccco1 (centres undefined),91,2,0,-20,108,96,93,92
COc1cccc(CNC(=O)CCCn2ncn3c(cc4occc43)c2=O)c1,95,-4,1,-7,88,91,99,100
CCOC(=O)c1c(NC(=O)Cc2cccs2)sc(C)c1C,100,-4,2,-2,104,115,99,105
O=C(COc1ccccc1)NCC1(N2CCCCC2)CCCCC1,93,-9,0,3,100,101,99,97
N#CCCn1c(O)c(N=NC(=O)CNC(=O)c2cccs2)c2ccccc21,99,2,3,7,93,104,99,91
CC(=O)NC1=NN(C(C)=O)C(c2ccc(C)cc2)S1 (centres undefined),92,4,0,3,105,92,98,104
CCCCC(=O)Nc1ccc(Br)cc1C(=O)O,89,3,4,17,97,88,90,97
CC1(C)Cc2c(sc3c2c(=N)n(Cc2ccco2)c(=O)n3Cc2ccc(Cl)cc2)CO1,90,-4,1,-5,92,89,90,100
Cc1ccc(CNc2ncccc2-c2nc3cc(Cl)ccc3o2)cc1,104,2,2,-12,106,97,97,99
Clc1ccccc1OCc1nnc2n1CCCCC2,106,-6,0,-11,99,97,96,101
Cc1ccc2nc(NC(=O)COC(=O)c3ccncc3)sc2c1,99,2,4,13,106,100,99,108

# Further structures
molecule,CIT2 TOR yeast,JMJD2C inh,GRK2 inh,VLA-4 inh,MEP2 TOR yeast,LAP4-GFP MLPCN,AGP1-GFP MLPCN,RPL19A-GFP yeast
CN1CCc2nc(SCc3ccc(C(C)(C)C)cc3)c(C#N)cc2C1,92,-1,0,3,96,97,98,98
COc1cccc(NC(=O)CC(=O)c2ccc([N+](=O)[O-])cc2)c1,98,-16,0,-6,101,96,99,108
Cc1cc(C)nc(Sc2nc(Cl)nc(N(c3ccccc3)c3ccccc3)n2)n1,92,38,0,-6,92,102,93,98
COc1ccc2sc(N3C(=O)C4CC=C(C)CC4C3=O)nc2c1 (centres undefined),94,-3,1,6,104,97,107,97
Cc1ccccc1NC(=O)CC1C(=O)NCCN1C(=O)c1cccc(Cl)c1 (centres undefined),96,-6,2,9,106,96,103,101
COc1ccc(C2/C(=C(\O)c3ccc4c(c3)OCCO4)C(=O)C(=O)N2Cc2ccco2)c(OC)c1 (centres undefined),99,-4,4,-6,96,108,99,97
c1ccc(CSc2ccc(-c3ccccn3)nn2)nc1,101,4,0,1,97,110,104,98
CC1CCN(S(=O)(=O)c2ccc(C(=O)Nc3nnc(C4CC4)o3)cc2)CC1,101,-5,0,-4,106,140,102,96
CCOC(=O)c1cnc2c(CC)cccc2c1NCCN1CCOCC1,110,9,0,3,116,101,106,106
N#CC1=C2N=C(N)c3ccccc3N2C2=C(C(=O)CCC2)C1c1ccc(Cl)cc1 (centres undefined),93,-3,3,-2,103,99,103,96
COC(=O)Cn1c(=O)c2c(nc3n2CCCN3Cc2ccccc2)n(C)c1=O,?,-4,0,3,108[may fluoresce violet],98[may fluoresce violet],107[may fluoresce violet],97[may fluoresce violet]
COc1ccc(C(=O)N2CCN(c3nc4cc(C)ccc4cc3C#N)CC2)c(OC)c1,89,-7,5,-1,93,.,88,93
COC(=O)CNC(c1ccccc1)c1cc(C)ccc1NC(=O)c1cccc(Cl)c1 (centres undefined),109,11,0,4,107,96,105,104
Cc1ccc(C2C(C#N)=C(N)Oc3n[nH]c(-c4cccs4)c32)s1 (centres undefined),92,5,0,16,100,94,92,99
O=C(Nc1cccc(OC(=O)c2ccc(Br)o2)c1)c1ccccc1,88,-3,4,5,98,116,103,92
CCOC(=O)Cc1csc(NC(=O)c2ccc(NC(C)=O)cc2)n1,99,2,0,-4,98,101,96,100
COC(=O)c1cc(C(=O)CC(C)C)c[nH]1,111,-20,0,6,108,95,96,98
CCC1(c2ccc(F)cc2)NC(=O)N(CC(=O)Nc2ccccc2Cl)C1=O (centres undefined),94,-3,4,12,92,103,100,99

# Screening results as filed in PubChem BioAssay.
